Compound activity from PubChem BioAssay.
FLuc counter = inhibits or activates purified firefly luciferase, miR-21 counter-screen. P08659. 6.9% of 360,000 active. Potency, µM (highest dose often 57.5 µM), for inactives: top-dose activity change, negative = inhibition, actives largely listed as inhibitors. purified FLuc, Km substrates, luminescence inhibition; active = well fitted inhibition curve with a large enough effect; inconclusive = small, poorly fitted or top-dose-only effect;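 also: plate controls were vehicle for no effect and reference inhibitor for full effect; nearly all actives have a fitted effect of over 55% in size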
Target sequence (P08659 whole entry, looked up): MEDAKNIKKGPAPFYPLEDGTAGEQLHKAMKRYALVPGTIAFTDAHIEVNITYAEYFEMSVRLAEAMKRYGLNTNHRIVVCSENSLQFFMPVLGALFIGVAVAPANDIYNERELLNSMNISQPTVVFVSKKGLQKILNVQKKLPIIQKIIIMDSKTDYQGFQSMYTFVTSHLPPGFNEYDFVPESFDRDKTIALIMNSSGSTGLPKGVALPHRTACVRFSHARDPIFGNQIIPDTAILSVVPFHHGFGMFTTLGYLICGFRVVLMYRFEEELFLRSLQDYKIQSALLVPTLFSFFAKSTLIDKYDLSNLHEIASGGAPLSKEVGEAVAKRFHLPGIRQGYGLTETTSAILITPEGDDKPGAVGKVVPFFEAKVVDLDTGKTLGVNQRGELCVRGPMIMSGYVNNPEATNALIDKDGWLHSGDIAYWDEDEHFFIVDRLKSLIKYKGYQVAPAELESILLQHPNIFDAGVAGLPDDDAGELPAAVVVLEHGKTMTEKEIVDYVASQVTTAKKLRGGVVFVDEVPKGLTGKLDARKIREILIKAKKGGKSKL
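Purified P. pyralis luciferase (10nM final) with 10uM D-luciferin and 10uM ATP (Km levels) in 50mM Tris acetate pH 7.5, 10mM Mg acetate, 0.01% Tween-20, 0.05% BSA; qHTS 6-point titration, ~60 µM downward; luminescence read.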
Numbers without * were called inactive; ? = inconclusive; & = joins results of further samples. Potency is read from the fitted curve at half-maximal effect.

mol	FLuc counter
Cc1cccc(C)c1NC(=O)C1CCCN(S(=O)(=O)c2c(C)noc2/C=C/N(C)C)C1 (stereo not drawn)	-1%
CCc1nnc2c3ccccc3nc(Nc3cc(C)cc(C)c3)n12	-11%
Cc1ccc(C2C(=O)N(C3CCCCCC3)CC(=O)N2C(C)C)cc1 (stereo not drawn)	4%
Cc1cccc(-n2ncc3c(Nc4ccc(Oc5ccc(Cl)cc5)cc4)ncnc32)c1	0%
CCc1ccccc1-n1cnc2cc(C(=O)NC3CCCCCC3)ccc21	-18%
Cc1cc(C)cc(NC(=O)c2cnn(-c3ccc(C)c(C)c3)c2C2CCNCC2)c1	-1%
O=C(NCc1ccccc1)C1CCC(CNS(=O)(=O)c2ccc(Br)s2)CC1 (stereo not drawn)	1%
CCN(CC)c1nc(-c2ccccc2Cl)c2cc(Br)ccc2n1	-13%
CCn1cc(S(=O)(=O)c2ccccc2)c(=O)c2cc(F)c(F)cc21	-1%
O=c1c2ccccc2nc2sc(Nc3cccc(C(F)(F)F)c3)nn12	-2%&-3%
Cc1ccc(NCc2cccn2-c2nnc(N3CCC(C(=O)NCc4ccccc4C)CC3)s2)cc1	-2%
Cc1cc(C)c(/C=C/c2onc(C)c2S(=O)(=O)N2CCC(C(=O)Nc3ccc(Cl)c(C(F)(F)F)c3)CC2)c(C)c1	1%
O=C(Nc1ccc(F)c(Cl)c1)C1CCN(S(=O)(=O)c2ccc3c(c2)CCCN3C(=O)C2CCC2)CC1	4%
CCOC(=O)c1c(SCC(=O)Nc2nc3ccc(C)cc3s2)nc(=O)[nH]c1C	-13%
Clc1ccc(OCc2nc(-c3ccc(-n4cccc4)cc3)no2)cc1	-2%
CCN(CC)CCN(C(=O)c1ccco1)c1nc2ccc(Cl)cc2s1	-10%
CCCN1C(=O)C(O)(CC(=O)c2ccc(C(C)C)cc2)c2ccccc21 (stereo not drawn)	-3%
CCOc1ccc(S(=O)(=O)NCCc2sc3nc(-c4ccc(F)cc4)nn3c2C)cc1	6%
CCc1ccc(NC(=O)C2CCN(C(=O)N3CC(CC)Oc4ccccc43)CC2)cc1 (stereo not drawn)	?
COc1cccc(C(=O)n2nc(-c3ccco3)nc2NCc2cccs2)c1	-14%
CCOc1ccccc1Nc1ncnc2c1c(-c1ccccc1)cn2-c1ccc(OC)cc1	-1%
O=C1c2[nH]nc(-c3ccccc3O)c2C(c2ccc(F)cc2)N1CCO (stereo not drawn)	1%
CCCCNS(=O)(=O)c1ccc2nc(-c3cccnc3)cc(C(=O)NCCC)c2c1	-3%
COc1cccc(C(=O)Nc2ccccc2C(=O)OCc2cc(=O)n3nc(C)sc3n2)c1	-2%
Cc1c(C(=O)N(C)C)sc2c1c(=O)n(-c1ccc(Cl)c(Cl)c1)c(=O)n2Cc1ccc(F)cc1	-1%
COc1ccc(C(=O)Nc2nc3n(n2)C(c2ccc(F)cc2)C=C(c2ccc(Cl)cc2)N3)cc1 (stereo not drawn)	-14%
Nc1c(-c2nc(-c3ccc(Cl)cc3)cs2)c2ccccn2c1C(=O)c1ccc2c(c1)OCO2	5%
COc1cccc(N2CC(NC(=O)/C=C\c3ccccc3)CC2=O)c1 (stereo not drawn)	1%
Cc1ccc(S(=O)(=O)C(CNC(=O)C(=O)NCCc2ccccc2)c2cccs2)cc1 (stereo not drawn)	-9%
CCCOc1cccc(C(=O)Nc2cc(-c3nc4ccccc4[nH]3)ccc2C)c1	?

Brought forward from above: 2 entries, followed by the next part.
mol	FLuc counter
Cc1ccc(S(=O)(=O)C(CNC(=O)C(=O)NCCc2ccccc2)c2cccs2)cc1 (stereo not drawn)	-9%
CCCOc1cccc(C(=O)Nc2cc(-c3nc4ccccc4[nH]3)ccc2C)c1	?
CCC(=O)N1c2ccccc2CC1C(=O)NCCCN1CCN(c2cc(C)ccc2C)CC1 (stereo not drawn)	-3%
COc1ccc(C2NC(=O)N(C)C3=C2C(=O)N(c2ccc(Br)cc2)C3)cc1 (stereo not drawn)	-2%
Cc1ccc(OCC(=O)Nc2cccc(OCc3cc(=O)n4cccc(C)c4n3)c2)cc1C	-12%
O=C(NCCCc1nc2ccccc2n1Cc1ccccc1Cl)C1CCCCC1	5%
CCc1cnc2c(c1SCC(=O)c1ccc(Cl)cc1)c(=O)n(C)c(=O)n2C	2%
CCOC(=O)c1c(C)[nH]c(CCC(=O)NCCCN2CCN(c3ccccc3F)CC2)c1C	1%
COc1cccc(OC)c1C(=O)Nc1ccc2c(c1)N(C(C)=O)CCC2	-1%
CCOc1ccc(C2C(C(=O)Nc3ccccc3OC)=C(C)Nc3c(C(=O)Nc4cccc(C)c4)cnn32)cc1 (stereo not drawn)	2%
CCOc1ccc(CCNC(=O)CCCn2c(=O)c3cccn3c3cccnc32)cc1	-2%
COc1ccc(NC(=O)c2oc3ccc(S(=O)(=O)N4CCC5(CC4)OCCO5)cc3c2C)cc1Cl	-9%
Cc1cc(C)c2c(CC(=O)N3CCN(c4cccc(Cl)c4)CC3)coc2c1	4%
COc1cc(NS(=O)(=O)c2ccc(NC(=O)c3ccc(OC)c(Br)c3)cc2)nc(OC)n1	?
CC(C)(C)CC(C)(C)c1ccc(OCC(=O)Nc2ccc(S(=O)(=O)Nc3ncccn3)cc2)cc1	-12%
CCOc1ccc(NC(=O)CSc2nnc3scc(-c4ccc(Cl)cc4)n23)cc1	1%
Cc1ccc(-n2c(=O)c3c(cnn3C)n(CC(=O)Nc3c(C)cccc3C)c2=O)cc1	-5%
O=C1c2oc3ccccc3c(=O)c2C(c2cccc(O)c2)N1c1nncs1 (stereo not drawn)	-1%
Cc1c(Cl)cccc1-c1ccc(C(=O)Nc2ccc3oc(-c4cccnc4)nc3c2)o1	-1%
O=C(CCn1cccn1)Nc1ccc(Br)cc1F	-10%
COc1cccc(C(=O)Nc2nnc(S(=O)(=O)N3CCCc4ccccc43)s2)c1	2%
COC(=O)c1scc(-c2ccc(C)cc2)c1S(=O)(=O)Nc1ccc(N(C)C)cc1	?
CC(C)c1ccc(OCC(=O)Nc2c(Cl)ccc3nsnc23)cc1	-20%
Cc1ccc(CNC(=O)CC(C)CC2=NS(=O)(=O)c3ccccc3N2)cc1 (stereo not drawn)	-9%
O=C(Nc1cc2ccc(O)cc2oc1=O)c1ccc(F)cc1	?
CCN(CC)CCCNC(=O)c1cc(-c2ccc(OC)c(OC)c2)on1	2%
CCOc1ccc(C2C(C(=O)Nc3ccccc3)=C(C)Nc3nc(-c4ccccc4Cl)nn32)cc1OC (stereo not drawn)	1%
O=C(Nc1cccc(Br)c1)Nc1nc2c(s1)CCCCCC2	11µM*
Cc1nc(CC(=O)Nc2ccc(C(N)=O)cc2)cs1	1%
COc1ccc(-n2cc3c(c2-c2cccc(Br)c2)c(=O)n(C)c(=O)n3C)cc1OC	0%
Cc1ccccc1CN1CCCN(CC(=O)Nc2ccc3c(c2)OCCO3)S1(=O)=O	-12%
COc1cccc(NC(=O)CSC2=Nc3ccccc3C3=NC(CC(=O)NCc4cccs4)C(=O)N23)c1 (stereo not drawn)	6%

An excerpt from above in order of count of non-hydrogen atoms, low to high:
mol	FLuc counter
O=C(CCn1cccn1)Nc1ccc(Br)cc1F	-10%
O=C(Nc1cc2ccc(O)cc2oc1=O)c1ccc(F)cc1	?
CCc1cnc2c(c1SCC(=O)c1ccc(Cl)cc1)c(=O)n(C)c(=O)n2C	2%
COc1cccc(C(=O)Nc2nnc(S(=O)(=O)N3CCCc4ccccc43)s2)c1	2%

Grouped by structure, those above containing a CF3 group.
mol	FLuc counter
O=c1c2ccccc2nc2sc(Nc3cccc(C(F)(F)F)c3)nn12	-2%&-3%
Cc1cc(C)c(/C=C/c2onc(C)c2S(=O)(=O)N2CCC(C(=O)Nc3ccc(Cl)c(C(F)(F)F)c3)CC2)c(C)c1	1%

(next part)
Molecule | FLuc counter
COC(=O)c1c(C)nn(-c2ccc(F)cc2)c1-n1cccc1 | 3%
Cc1cc2n(n1)CCC(=O)N2Cc1ccc(C(=O)Nc2ccc(F)cc2F)cc1 | 1%
CCOc1ccc(-c2c(C)nn3c(C)c(C(=O)NCc4cccc(OC)c4)cnc23)cc1OCC | -6%
CC1CCN(S(=O)(=O)c2ccc3c(ccn3CC(=O)NCc3ccccc3F)c2)CC1 | 0%
CCOC(=O)c1c(C)oc2nc(C)nc(NCCc3ccc(Cl)cc3)c12 | -14%
CCN1CCN(C(c2ccc(F)cc2)c2sc3nc(-c4ccco4)nn3c2O)CC1 (stereo not drawn) | 4%
CCOc1ccccc1CNS(=O)(=O)c1cc2c(cc1C)NC(=O)CO2 | -1%
COc1cccc(Cn2c(-c3nonc3NC(C)=O)nc3ccccc32)c1 | 0%
COc1ccc(OC)c(Nc2ncnc3c2cnn3-c2ccc(C)cc2)c1 | -15%
COc1cccc(C(=O)CN2CCN(S(=O)(=O)c3ccc(Cl)cc3)CC2)c1 | 1%
COc1cc(Cl)c(C)cc1NC(=O)CSc1cc(=O)n(C)c2cc(Cl)ccc12 | -4%
CCCC(=O)Oc1c(Sc2ccc(Cl)cc2)c(C)nn1-c1ccccc1 | 11µM*
Cc1ccc(CCNC(=O)C2CC(=O)N(CCc3ccc(C)cc3)C2)cc1 (stereo not drawn) | 4%
COc1ccc2c(C)c(CC(=O)NCc3ccc(C)cc3)c(=O)oc2c1OC | 4%
O=C(Cn1ncc2c3ccccc3n(Cc3cccc(Cl)c3)c2c1=O)NCCCN1CCCCC1 | -2%
COc1cc(OC)c(NC(=O)COCc2cc(-c3cccs3)on2)cc1Cl | -20%
Cc1c(C(=O)NCc2ccccc2)sc2nc3n(c(=O)c12)CCC3 | ?
CC(=O)c1ccc(NC(=O)c2noc3c2CSc2ccccc2-3)cc1 | -1%
O=C(CCn1c(=O)c2cccn2c2ccc(F)cc21)NCc1ccccc1F | 3%
CCOC(=O)c1ccccc1NC(=O)c1sc2nc3n(c(=O)c2c1C)CCCC3 | 5%
O=C(Cn1ncc2c3ccccc3n(Cc3cccc(Cl)c3)c2c1=O)Nc1ccc(F)cc1F | -8%
CCOc1ccc(CCNC(=O)c2cnc3sc(N4CCOCC4)nn3c2=O)cc1 | -7%
COc1ccc(C)cc1Nc1nc2c(S(=O)(=O)c3cc(C)ccc3C)nnn2c2ccsc12 | -1%
CCOC(=O)c1cc2c(=O)n3ccccc3nc2n(Cc2ccco2)c1=NC(=O)c1ccc(C)c(C)c1 | 1%
CCOc1ccc(CNC(=O)c2ccc3c(c2)nc2n3CCC(C)C2)cc1OC (stereo not drawn) | -17%
Cc1cc(C)cc(NC(=O)c2cc3c(=O)n(Cc4ccco4)ccc3nc2C)c1 | -4%
O=C(Cn1ncc2c3ccccc3n(Cc3ccc(F)cc3)c2c1=O)NCc1cccs1 | 4%
COc1cccc(C(=O)NCCc2csc3nc(-c4ccccc4F)nn23)c1OC | -3%
Cc1cc(C)cc(N2C(=O)N(Cc3cc(=O)n4ccccc4n3)c3ccccc3S2(=O)=O)c1 | -7%
Cc1nnc2c3ccccc3nc(Nc3ccc(F)cc3Cl)n12 | 0%
COc1ccccc1CNC(=O)c1oc2ccc3c(c2c1C)C(=O)CC(C)(C)O3 | 5.4µM*
CCC(Sc1nc2cc3c(cc2c(=O)n1CCCCCC(=O)NCc1ccc2c(c1)OCO2)OCO3)C(=O)NCCCOC (stereo not drawn) | 5%
CCCNC(=O)C1CCC(Cn2c(=O)c3sccc3n(CC(=O)N3CCC(C)CC3)c2=O)CC1 (stereo not drawn) | 0%
CCc1ccc(S(=O)(=O)c2cn(Cc3ccccc3)c3cc(N4CCCC4)c(F)cc3c2=O)cc1 | -2%
CCOc1ccc(CCNC(=O)Cc2ccc(NC(=O)N3CCSc4ncccc43)cc2)cc1 | 2%
CCOC(=O)c1ccc(NC(=O)C(CC)Sc2nc3ncccc3o2)cc1 (stereo not drawn) | -15%
O=C(CCCn1c(=O)c2ccccc2n(Cc2cccc(Cl)c2)c1=O)NCCc1ccc(Cl)cc1 | -9%
Cc1ccc(N2CC(NC(=O)c3cc4ccccc4o3)CC2=O)cc1 (stereo not drawn) | 7%
CCCN(CCC)CCCNC(=O)C1CCCN(S(=O)(=O)c2cccc3nsnc23)C1 (stereo not drawn) | 1%
COc1ccc(C(=O)Nc2ccc3oc(-c4ccc5ccccc5c4)nc3c2)cc1Br | ?

A different layout for some results above.
> CCCN(CCC)CCCNC(=O)C1CCCN(S(=O)(=O)c2cccc3nsnc23)C1 (stereo not drawn)
  FLuc counter = 1%
> COc1ccc(C(=O)Nc2ccc3oc(-c4ccc5ccccc5c4)nc3c2)cc1Br
  FLuc counter = ?

Carrying on.
Molecule | FLuc counter
CC(C)n1c(=N)c(C(=O)NC2CCCCC2)cc2c(=O)n3ccccc3nc21 | 1%
Cc1ccc(S(=O)(=O)NCc2ccc(C(=O)NCCc3cccc(C)c3)cc2)cc1 | -2%
COc1ccc(C(=O)CC2(O)C(=O)Nc3c(C)cccc32)c(OC)c1OC (stereo not drawn) | 3%
Cc1cc(C)n(-c2nc(C)c(C)c(=O)n2CC(=O)Nc2ccc(OC(F)(F)F)cc2)n1 | 2%
CCCNC(=O)C1=CC(c2ccc3c(c2)OCO3)=NS(=O)(=O)N1C | -18%
CCOCCCn1c(SCC(=O)Nc2ccc(F)cc2)nc2c(sc3ccccc32)c1=O | 1%
CC(=O)c1ccc(NC(=O)C2CCN(c3nnc(C)c4c(C)n(-c5ccccc5)nc34)CC2)cc1 | -16%
CCOc1ccc(CNCc2c(C(=O)O)c(C)n(Cc3ccc(C)cc3)c2C)cc1 | 1%
CN1C(C(=O)c2ccccc2)=C(NC(=O)c2ccccc2Br)c2ccccc2S1(=O)=O | 2%
COc1cccc(C2C=C(c3ccc(C)cc3)Nc3c(C(=O)Nc4ccc(F)cc4)cnn32)c1OC (stereo not drawn) | -4%
CC(=O)Nc1ccc(Nc2ncnc3c2cnn3C)cc1 | -3%

These rows are one share of the data; count on the stated rates, not on these rows.
